Screening data: PubChem, National Center for Advancing Translational Sciences (NCATS)
IMPase cell inh: membrane-permeable compound that blocks inositol monophosphatase; AID 901; 120,000 tested, under 10 active; inhibition (IP1 accumulation), % at 46.1 µM; CHO-M1 cells, IP1 accumulation, HTRF TR-FRET ratio; P97697; active = well fitted curve in the direction sought with a large enough effect in the signal ratio, not every such curve was filed as active; inconclusive = small, poorly fitted or top-dose-only effect, or a change in a side signal; inactive = no such curve, though single readings can be large or run the other way; the % refers to the signal ratio;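 also: cells stimulated with carbachol in lithium chloride buffer; plate controls were DMSO basal wells for no effect and reference inhibitor wells for full effect; higher means more IMPase inhibition seen as more IP1 and lower FRET ratio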
Target sequence (P97697 whole entry, looked up): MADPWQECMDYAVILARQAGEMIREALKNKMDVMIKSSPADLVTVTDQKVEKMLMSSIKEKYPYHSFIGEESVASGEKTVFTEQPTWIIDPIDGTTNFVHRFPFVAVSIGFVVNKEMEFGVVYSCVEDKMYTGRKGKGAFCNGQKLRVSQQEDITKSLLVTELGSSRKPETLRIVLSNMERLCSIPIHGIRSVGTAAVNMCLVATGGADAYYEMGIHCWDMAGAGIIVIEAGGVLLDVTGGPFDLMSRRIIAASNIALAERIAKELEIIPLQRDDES
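In this qHTS, compounds (final up to 46 uM) act on CHO-M1 cells that are then activated through the M1 receptor with carbachol, in pH 7.4 buffer containing 50 mM LiCl, for 30 min. IP1 accumulation is quantified by the IP-One immunoassay.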
ALOX12 inhib: blocks human 12-lipoxygenase activity. 0.12% of 150,000 active. P18054. Potency, µM (doses to about 57.1 µM), without a hit: at the highest dose activity change, negative = inhibition, usual class: inhibitors. AID 1452. purified 12-hLO, xylenol orange hydroperoxide absorbance; also: potency is read from the fitted curve at half-maximal effect; nearly all actives have a fitted effect of over 55% in size; many of its hits are not listed in these tables
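Hydroperoxide formation by human 12-lipoxygenase from 40 uM arachidonic acid was followed colorimetrically via ferric-xylenol orange complex, using the 573/405 nm absorbance ratio. Enzyme concentration was 150 nM, with 30 min reaction at room temperature.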
15-hLO-2 inh: inhibitors of human 15-lipoxygenase 2 (ALOX15B). purified 15hLO-2, xylenol orange hydroperoxide absorbance. O15296. 0.56% of 110,000 active. Potency, µM (doses to about 57.1 µM), for the others: at the highest dose activity change, negative = inhibition, hits mostly inhibitors; also: potency is read from the fitted curve at half-maximal effect; nearly all actives have a fitted effect of over 60% in size; many of its hits are not listed in these tables
Target sequence (O15296 whole entry, looked up): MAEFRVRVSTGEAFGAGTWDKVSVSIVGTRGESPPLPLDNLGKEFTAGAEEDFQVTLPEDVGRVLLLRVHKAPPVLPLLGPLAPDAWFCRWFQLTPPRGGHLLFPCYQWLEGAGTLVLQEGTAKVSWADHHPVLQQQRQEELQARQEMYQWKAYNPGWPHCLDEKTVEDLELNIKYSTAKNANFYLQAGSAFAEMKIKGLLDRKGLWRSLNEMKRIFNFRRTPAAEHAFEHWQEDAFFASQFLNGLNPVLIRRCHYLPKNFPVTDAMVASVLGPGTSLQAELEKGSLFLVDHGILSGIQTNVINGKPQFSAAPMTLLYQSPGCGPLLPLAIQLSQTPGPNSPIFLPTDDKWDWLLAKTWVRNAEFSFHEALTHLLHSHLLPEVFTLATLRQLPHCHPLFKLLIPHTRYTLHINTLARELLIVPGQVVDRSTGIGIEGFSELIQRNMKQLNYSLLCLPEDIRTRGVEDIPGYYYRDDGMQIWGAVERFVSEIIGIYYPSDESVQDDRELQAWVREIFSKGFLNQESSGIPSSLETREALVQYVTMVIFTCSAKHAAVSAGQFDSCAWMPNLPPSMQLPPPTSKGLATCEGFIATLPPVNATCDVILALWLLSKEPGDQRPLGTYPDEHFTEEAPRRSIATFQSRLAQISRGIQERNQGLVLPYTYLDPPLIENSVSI
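Purified human 15hLO-2 (50 nM final) preincubated with compounds 15 min at room temperature in 25 mM Hepes pH 7.5, 0.01% Triton X-100, then 45 uM arachidonic acid added for 90 min; hydroperoxide detected via ferrous/xylenol orange, 573/405 nm absorbance ratio.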
PNC assembly inh: inhibitors of perinucleolar compartment assembly | PC3M PTB-GFP, PNC prevalence imaging, 16 h; stronger effect = lower value | activity change (PNC), negative = inhibition, % at 10 µM | 3.1% of 140,000 active | AID 2417;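 active = readout at or below -70, meaning at least 70% loss of cells showing the perinucleolar compartment, a nuclear body marking cancer cells; inconclusive = readout between -30 and a set limit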;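 also: plate controls were DMSO wells for no effect and camptothecin positive control wells for full effect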
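Read-out is percentage of cells bearing a perinucleolar compartment, from automated 20x imaging of fixed, Hoechst-stained PC3M PTB-GFP cells. Cells were seeded 4 h, then exposed 16 h to compound (23 nl of library stock) in duplicate plates.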
An asterisk follows results filed as active; ? = inconclusive; . = no result given; [ ] = dose if it differs, or a comment. Unless noted, calls follow the shape of the dose curve; as a rule, active = well fitted curve in the direction sought with a large enough effect; inconclusive = small, poorly fitted or top-dose-only effect, or another doubt; inactive = no such curve, though single readings can be large; an effect the other way counts as inactive or inconclusive. Unless noted, % is scaled to controls: 0 for no effect and ±100 for the full control effect. Some of the compounds tested; count on the stated rates, not on these rows.

The line under a structure holds: IMPase cell inh, ALOX12 inhib, 15-hLO-2 inh, PNC assembly inh
CCOC(=O)CNC(=O)CSc1nnnn1-c1cc(C)ccc1C
→ -6, -4%, 3%, -9
c1ccc(-c2csc3ncn4cnnc4c23)cc1
→ 2, -1%, ?, 8
CCOC(=O)C1C(=O)NC(c2ccccc2)=NC1c1ccc(C(C)C)cc1 (stereo not given)
→ 5, -6%, -4%, -24
CCOC(=O)N1CCC(NC(=O)c2cccnc2SC)CC1
→ -3, 3%, 2%, 19
O=C1NC(=O)C(=C2CCCCCC2)S1
→ ., -2%, ., -105*
Cc1cc(C(=O)COC(=O)c2ccc(CO)cc2)c(C)n1CC1COc2ccccc2O1 (stereo not given)
→ ., -3%, ., ?
COc1cccc(N2C(=O)C3CCCN3C2c2ccc(F)cc2)c1 (stereo not given)
→ 1, -2%, 9%, 25
COc1cccc(-n2nnnc2SCC(=O)NCc2ccco2)c1
→ 0, 2%, -9%, -28
COC(=O)c1cc(Oc2ccc(C(=O)OC)cc2N)cc(C(=O)OC)c1
→ -3, 1%, 11%[2.29 µM], 48
CCCCNc1cc(NC(C)=O)cc2cc(OC)c(OC)cc12
→ 16, -14%, -15%, -23
CN(C)c1ccc(-c2noc(C3CCN(S(=O)(=O)c4cccc(C(=O)O)c4)CC3)n2)cc1
→ 6, -2%, -1%, 44
CCc1nc(C)cn1S(=O)(=O)c1cc(Br)ccc1OC
→ 1, 1%, 13%, -28
O=C(OCc1ccc([N+](=O)[O-])cc1)C1CCN(S(=O)(=O)c2ccccc2)CC1
→ ., 0%, ., 15
CCOC(=O)C1CCCN(c2ncnc3c2cnn3-c2ccc(Cl)cc2)C1 (stereo not given)
→ -2, -3%, 13%, -11
Fc1cnc(N2CCN(c3ccccc3)CC2)nc1N1CCN(c2ccccc2)CC1
→ ., 1%, ., ?
Cc1ccc(-c2cc(C(=O)NCc3cn(C)nc3C)c3cc(Br)ccc3n2)cc1
→ ?, 2%, ., ?
Cc1cc(N2CCC(C(=O)NC3CC3)CC2)nc(-c2ccccc2)n1
→ -3, 11%, 1%, 50
Cn1c(=O)c2[nH]c(-c3ccccc3)c(O)c2n(C)c1=O
→ ?, -3%, ., 2
CC(C)C(=O)Nc1cccc(-c2nc3ccccc3o2)c1
→ 5, 1%, 2%, 12
CCCS(=O)(=O)N1CCC(C(=O)NCCc2ccc(OC)c(OC)c2)CC1
→ 7, 5%, 0%, -16
CCOc1ccc(C(=O)Nc2nnc(C(C)C)s2)cc1OCC
→ 0, 3%, -1%, 44
CC(=O)Oc1ccc2c(c1)CCC1C2CC[C@]2(C)C(OC(C)=O)CCC12 (stereo not given in full)
→ ., -14%, 12%, .
O=C(Nc1ccc(F)cc1F)c1noc2c1CCC2
→ 12, -4%, 3%, 60
COc1ccc(-c2nc3cnc(Oc4ccccc4)nc3n(Cc3cccs3)c2=O)cc1
→ ., -3%, -7%, .
COc1ccc(C(=O)NC(=S)N2CCC(C)CC2)cc1
→ -8, -29%, -28%, -5
Cc1cccc(N(C(=O)c2sc(C)nc2C)C(C(=O)NCc2ccco2)c2ccccc2)c1 (stereo not given)
→ -5[1.84 µM], 0%, 7%[11.4 µM], 8
CCOC(=O)C1CCN(C(=O)CCc2ccccc2)CC1
→ 4, 2%, -2%, 14
CCOC(=O)c1sc2ccc(S(=O)(=O)N3CCCCC3)cc2c1N
→ 5, -8%, -2%, -5
CCCCCC(=O)Nc1ccc(N2CCN(CC)CC2)c(Cl)c1
→ 23, 12%, 8%[2.29 µM], -21
CCCNC(=O)N1CCN(C(=O)NCCC)CC1
→ -2, 0%, -6%, ?
CCn1c(/C=N/NC(=O)c2ccc(OC)cc2)nc2ccccc21
→ ., -5%, ., 27
O=C(Cn1sc2ccccc2c1=O)NC12CC3CC(CC(C3)C1)C2
→ -4, 7.9µM*, 0.79µM*, 18
O=C(c1cccc(-n2cnnn2)c1)N1CCOCC1
→ 11, 1%, 3%, -15
Cc1cc(C)cc(Oc2ccc(C(F)(F)F)cc2C#N)c1
→ 8, 1%, 5%, -11
CCc1cccc(C)c1NC(=O)C(c1ccccc1)N1CCC1=O (stereo not given)
→ -22, -2%, -2%, 16
COc1ccc(CNC(=O)C(C#N)c2nc3ccccc3nc2N2CCN(C)CC2)cc1 (stereo not given)
→ 5, 7%, 19%, -19
O=C1NC2(Nc3ccccc31)C(=O)Nc1ccccc12 (stereo not given)
→ -9, 3%, 5%, -7
O=C(COc1ccccc1)N1CCNC1=O
→ 2, 0%, 15%, -30
CCC(=O)Nc1nc2ccccc2n1CCN1CCOCC1
→ 4, -1%, 3%, 14
CC(=O)c1ncnn1CC(=O)c1ccc(Cl)cc1Cl
→ -12, -12%, 1%, -3
FC(F)(F)c1ccc(CN2C[C@@H]3C(c4ccc(Cl)nc4)C4(c5cccnc5)CC3(C4)[C@H]2c2ccccc2)cc1 (stereo not given in full)
→ ., -5%, 39%[activator], .
CCC(=O)N1CCc2cc(Br)cc(S(=O)(=O)CCC(=O)NCCOC)c21
→ 4, -5%, -8%, 3
CC1=C(C(=O)OCc2ccccc2)C(c2cccs2)NC(=O)N1CCCC(=O)O (stereo not given)
→ ., 5%, ., 40
COc1cccc(C(=O)N(CN2CCCC2=O)c2ccccc2OC)c1
→ 3, 0%, -14%, 10
CC(C)COc1ccc(C(=O)Nc2ccccc2[N+](=O)[O-])cc1
→ 12, 3%, ., 20
Cc1ccc(C)c(S(=O)(=O)N2CC(=O)N(CCc3ccccc3)C(=O)C2)c1
→ ., 0%, ., -9
CC(=O)NCCSC(=O)c1ccc(F)cc1
→ 0, -2%, -5%, 12
Cc1cc(C)c(C)c(C(=O)CSc2nnc(C)c(=O)[nH]2)c1C
→ 8, 3%, -8%, 16
CCCC(CCC)C(=O)Nc1ccncc1
→ -8, -7%, 0%, -6
Cc1nc(CS(=O)c2ccccc2)cc(N2CCOCC2)n1 (stereo not given)
→ 1, 3%, -6%, -11
CCOC(=O)c1ccc(NC(=O)N2CCN(c3ccccn3)CC2)cc1
→ -11, -5%, -5%, 5
S=C(Nc1ccc(Br)cc1)N1CCN(C2CCCCC2)CC1
→ 10, 3%, 19%, ?
O=C(CCc1nc(-c2ccccc2)no1)NCc1cccnc1
→ 1, 6%, -1%, -17
CCCOc1ccc(C(=O)NCC(c2ccco2)N(C)C)cc1OC (stereo not given)
→ -6, -4%, ., 3
CCCOc1ccc(N2C(=O)CC(NCc3cccs3)C2=O)cc1 (stereo not given)
→ -6, -1%, ., 19
CC(=O)c1cccc(NC(=O)N2CCCc3ccccc32)c1
→ -5, -2%, 1%, -6
CCOC(=O)C1CCN(C(=O)CN(c2ccc(Cl)c(C(F)(F)F)c2)S(C)(=O)=O)CC1
→ 1, -2%, -1%, 44
COC(=O)c1ccccc1Oc1c(F)c(F)nc(N2CCOCC2)c1F
→ 14, -1%, 3%, 35
c1ccc(Cc2nnc(Sc3ccccc3)c3ccccc23)cc1
→ -21, -2%, -14%, -18
CCC(=O)N1CCN(c2ccccc2NC(=O)c2cccc(C)c2)CC1
→ 18, -3%, 11%[2.29 µM], ?

The list goes on; the last 4 above are carried over.
The line under a structure holds: IMPase cell inh, ALOX12 inhib, 15-hLO-2 inh, PNC assembly inh
CCOC(=O)C1CCN(C(=O)CN(c2ccc(Cl)c(C(F)(F)F)c2)S(C)(=O)=O)CC1
→ 1, -2%, -1%, 44
COC(=O)c1ccccc1Oc1c(F)c(F)nc(N2CCOCC2)c1F
→ 14, -1%, 3%, 35
c1ccc(Cc2nnc(Sc3ccccc3)c3ccccc23)cc1
→ -21, -2%, -14%, -18
CCC(=O)N1CCN(c2ccccc2NC(=O)c2cccc(C)c2)CC1
→ 18, -3%, 11%[2.29 µM], ?
O=C(NCC(c1cccnc1)N1CCN(c2ccc(F)cc2)CC1)c1cccc(Cl)c1 (stereo not given)
→ 8, -8%, -7%, 24
O/N=C1\CCCc2oc3c(c21)CCCC3
→ 2, -6%, 0%, -17
C/C(=N\NC(=O)CSCc1cccc(Br)c1)c1ccc([N+](=O)[O-])cc1
→ -1, -1%, 4%, 51
CCN(CC)C(=O)CSc1nc(C)cc(-c2cccs2)c1C#N
→ -15, 0%, ?, ?
COc1cc(N2CCCC2)c(OC)cc1/C=C(/C#N)c1ccc(F)cc1
→ ?, -1%, ., -23
CN(C)c1ccc(/C=C/c2nc3ccccc3s2)cc1
→ -14, -1%, 10%, 60
COCCn1c(=O)[nH]c2cc(C(=O)NCc3ccccc3)ccc2c1=O
→ 1, -1%, 1%, 27
N/C(=N\OC(=O)CCCc1ccccc1)c1cccc([N+](=O)[O-])c1
→ ., 0%, ., 13
CC#N
→ ., 2%, -6%, .
O=C(NCCc1ccccc1)c1ccccc1NS(=O)(=O)N1CCCC1
→ -5, 3%, -3%, ?
c1ccc(OCCN2C3=NCCN3c3ccccc32)cc1
→ 17, 1%, 12%, -90*
CC(=O)NC1(c2cccc(F)c2)CCN(CC(=O)NC(C)C)CC1
→ 1, 1%, -1%, 70
Cc1ccc2c(c1)NC(=O)C(CC(=O)N(C)Cc1ccccc1)O2 (stereo not given)
→ 9, -7%, -10%, ?
CCCC[C@@H]1C[C@H]1[C@@H](NP(=O)(c1ccccc1)c1ccccc1)c1ccccc1OC
→ ., 2%, 0%, .
Cc1cc(/C=N/n2cnnc2)c(C)n1-c1ccccc1
→ -7, 12%, 2%, -11
CCOC(=O)c1cc(CC)sc1N
→ 4, -5%, -7%, ?
COc1ccc(C(=O)Cc2nnc(C)s2)cc1
→ ., 1%, ., 16
O=C(CN1CCN(Cc2ccc(Cl)cc2)CC1)N/N=C/C=C/c1ccccc1[N+](=O)[O-]
→ ., -1%, ., 66
Cc1ccc(S(=O)(=O)N2CCN(C(=O)c3ccc(OCc4c(C)noc4C)cc3)CC2)cc1
→ 1, -11%, 4%, -23
Cn1cc(Cl)c(C(=O)OCC(=O)Nc2nc(-c3ccc(Br)cc3)cs2)n1
→ ?, 1%, ., 62
COc1ccc(OCC(=O)O/N=C(\N)Cc2ccc(Cl)cc2Cl)cc1
→ 1, -11%, 12%, 3
CCc1ccc(C(C(=O)NCc2ccc(OC)cc2)N(CCOC)C(=O)Cc2cccs2)cc1 (stereo not given)
→ 1, 0%, -8%, 6
c1ccc2c(c1)OCC(c1csc3ncnc(N4CCCC4)c13)O2 (stereo not given)
→ 12, -8%, 7%, 9
COc1cc(/C=C/C(=O)OCC(=O)NC2CCS(=O)(=O)C2)ccc1O (stereo not given)
→ ., 4%, ., 5
COc1ccc(NC(=O)N2CCCC2C(=O)Nc2ccc(C)c(Cl)c2)cc1 (stereo not given)
→ -1, -3%, 5%, -11
O=c1[nH]c(=O)n(C2CCCO2)cc1F (stereo not given)
→ ., 0%, -5%[0.0915 µM], 13
O=C1OCCN1C(=O)[C@H]1[C@H](c2ccccc2)C(c2ccc(F)cc2)=NN1c1ccccc1
→ ., -8%[0.00818 µM], -26%[0.0915 µM], .
COc1cccc(CN2CCC(N(CCc3ccccc3)Cc3ccccc3)CC2)c1OC
→ ., -12%, ., 11
Cc1cc(C)nc(N2CCC(C(=O)Nc3ccc4c(c3)CCC4)CC2)n1
→ -4, -4%, 4%, 4
C=C1C(CCl)(CCl)C2(Cl)C(Cl)C(Cl)C1(Cl)C2(Cl)Cl (stereo not given)
→ ., -8%, -6%, .
CCCCN1C(=O)C(NC(=O)CC(C)C)(C(F)(F)F)C2=C1CC(C)(C)CC2=O (stereo not given)
→ 3, 5%, -2%, 20
O=C(NCc1ccccc1)c1cccnc1N1CCOCC1
→ 7, -4%, ., -4
O=C(NCCN1CCOCC1)c1cc2ccccc2o1
→ 3, 4%, 3%, -27
O=C(CN1CCSC1=NCc1ccccc1)c1ccccc1
→ 3, 0%, ., -18
CC(/C=N/n1cnnc1)=C\c1ccccc1
→ 3, 1%, -2%, 27
c1ccc2c(c1)c1cccc3ccc4cccc2c4c31
→ ., -4%, 4%, .
